Source: PubChem BioAssay (several laboratories)
Cardiac RTF inh: cardiac RTF calcium desensitization | P19429+P45379 | IANBD-labeled cardiac RTF, Ca2+ fluorescence | inhibition, % at 7.15 µM | hit rate 0.12% among 340,000 | AID 493244;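 active = inhibition above the mean inhibition of all tested compounds plus 3 SD, cut at about 17% in these data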;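 also: assay run at fixed EC70 calcium of 1.6 mM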
NSD2 inh: blocks human histone methyltransferase NSD2; hit rate 0.54% among 310,000; O96028; NSD2 peptide methylation, AlphaScreen, 120 min; inhibition, % at 12.5 µM; in the data active = inhibition above about 50%
Target sequence (O96028 whole entry, looked up): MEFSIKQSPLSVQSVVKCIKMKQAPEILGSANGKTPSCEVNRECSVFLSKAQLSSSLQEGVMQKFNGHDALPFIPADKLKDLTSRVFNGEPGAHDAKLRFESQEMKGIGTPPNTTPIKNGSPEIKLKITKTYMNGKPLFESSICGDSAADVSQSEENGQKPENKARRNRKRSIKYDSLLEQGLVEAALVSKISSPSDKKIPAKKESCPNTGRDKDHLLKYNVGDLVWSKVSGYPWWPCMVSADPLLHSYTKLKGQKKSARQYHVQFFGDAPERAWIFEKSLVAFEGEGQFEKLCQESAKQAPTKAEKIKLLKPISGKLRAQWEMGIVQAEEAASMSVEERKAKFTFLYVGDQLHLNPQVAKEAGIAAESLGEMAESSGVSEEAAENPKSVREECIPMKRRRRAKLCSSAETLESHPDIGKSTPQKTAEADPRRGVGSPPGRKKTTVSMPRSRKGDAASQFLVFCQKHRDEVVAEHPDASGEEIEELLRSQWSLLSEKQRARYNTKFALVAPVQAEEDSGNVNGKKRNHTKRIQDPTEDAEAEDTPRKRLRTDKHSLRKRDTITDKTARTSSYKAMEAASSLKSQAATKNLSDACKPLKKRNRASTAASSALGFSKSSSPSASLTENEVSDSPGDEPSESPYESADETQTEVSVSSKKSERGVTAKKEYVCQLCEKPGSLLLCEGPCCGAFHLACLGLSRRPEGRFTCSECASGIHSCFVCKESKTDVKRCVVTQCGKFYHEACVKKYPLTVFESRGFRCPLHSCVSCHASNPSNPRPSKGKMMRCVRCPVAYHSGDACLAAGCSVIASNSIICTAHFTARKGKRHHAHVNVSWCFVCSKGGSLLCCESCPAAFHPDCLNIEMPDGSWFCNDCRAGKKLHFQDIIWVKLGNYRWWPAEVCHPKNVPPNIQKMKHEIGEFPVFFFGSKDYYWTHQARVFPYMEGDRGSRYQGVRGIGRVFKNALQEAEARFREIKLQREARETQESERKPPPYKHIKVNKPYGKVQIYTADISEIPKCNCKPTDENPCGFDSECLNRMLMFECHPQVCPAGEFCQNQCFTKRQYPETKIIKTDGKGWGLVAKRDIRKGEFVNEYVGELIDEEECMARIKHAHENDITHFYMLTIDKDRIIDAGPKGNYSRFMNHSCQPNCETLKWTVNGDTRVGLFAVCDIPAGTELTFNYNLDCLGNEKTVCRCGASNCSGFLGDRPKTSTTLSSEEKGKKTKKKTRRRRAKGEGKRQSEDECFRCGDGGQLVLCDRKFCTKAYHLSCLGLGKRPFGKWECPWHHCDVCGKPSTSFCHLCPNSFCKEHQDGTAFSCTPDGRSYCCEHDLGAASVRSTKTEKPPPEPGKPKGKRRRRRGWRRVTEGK
C-LANA FP: inhibitors of KSHV LANA C-terminal domain DNA binding. MBP-C-LANA/FAM-LBS DNA binding, fluorescence polarization. inhibition, % at 9 µM. hit rate 0.078% among 340,000;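 active = highest replicate inhibition at or above 60% at 9 µM, even if other replicates fall short; inactive = all replicates below 60% inhibition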;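 also: 0% = neutral control wells and 100% = 4 µM acridine orange control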
Keap1-Nrf2 PPI: inhibitors of human Keap1-Nrf2 protein-protein interaction; Q14145; Keap1 Kelch-Nrf2 peptide fluorescence polarization, 1536-well; hit rate 0.15% among 340,000; inhibition, % at 9.4 µM; in the data active = inhibition above about 12%;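 also: human Keap1 Kelch domain with fluorescein labeled Nrf2 9mer peptide probe; 0% = neutral control wells and 100% = peptide positive control; higher means more block of Keap1 binding to Nrf2 peptide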
CAL PDZ FP-1: inhibitors of human CAL PDZ peptide binding. purified CAL PDZ, TMR-peptide fluorescence polarization, 1 h. inhibition, % at 24.9 µM. hit rate 0.92% among 300,000. AID 602252;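 active = mean inhibition of at least 30% with at least half of replicates also reaching 30%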;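 also: 0% = DMSO neutral control and 100% = excess unlabeled competitor peptide PRC23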
Arr AP2 block: inhibitors of human beta-arrestin and AP2 interaction; FITC-arrestin peptide / GST-AP2 beads, flow cytometry; AP2 beta2 appendage carries R879A mutation; inhibition, % at 10 µM; hit rate 0.31% among 340,000; AID 504490;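 active = inhibition above a set limit, near 3 SD of compounds lacking own fluorescence, cut at about 54% in these data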;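 also: plate controls were DMSO wells for no effect and 5 µM unlabelled arrestin peptide for full effect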
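system = GST-tagged AP2 beta2-adaptin appendage (R879A) on 4 µm glutathione beads | reagent = FITC-labelled arrestin peptide probe, 50 nM final | schedule = compound with beads 12 min RT, then probe 1 h RT | signal = HyperCyt-sampled flow cytometry, FL1 channel, ex 488/em 535 nm | read-out = percent response from loss of bead-bound FITC fluorescence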
CAL PDZ FP-2: blocks peptide binding to human CAL PDZ domain; Q9HD26; purified CAL PDZ, TMR-peptide fluorescence polarization, 1 h; inhibition, % at 20 µM; hit rate 0.02% among 330,000; AID 504414;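 active = highest replicate inhibition of at least 40%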;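 also: plate controls were DMSO neutral control wells for no effect and unlabeled competitor peptide control wells for full effect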
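Material: tagged CAL PDZ protein CerCALP, purified; buffer or medium: sodium phosphate/NaCl buffer pH 7.4 with TCEP, IgG, Thesit; also added: fluorescent TMR peptide probe; schedule: 1 h incubation at room temperature before polarization reading; technique: fluorescence polarization from S- and P-plane intensities, G-factor corrected; control set: unlabelled peptide and DMSO controls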
V-ATPase pH: yeast V-ATPase proton transport regulation by pHLuorin. S. cerevisiae, pHLuorin cytosolic pH fluorescence. response, % at 10 µM. hit rate 0.37% among 350,000. AID 504577; in the data active = response mostly above about 7.3%, no sharp cut-off; inactive = mostly below about 5.4%; also: actives read high; inactives centre near 0; some compounds called inactive have numbers as strong as hits
Pemphigus Ab inh: blocks pemphigus antibody binding to human desmoglein-3. DSG3-coupled beads, scFv-anti-DSG3-GFP binding, flow cytometry; hits give low values. AID 588358. hit rate 0.48% among 310,000. binding (percent of control), % at 10 µM;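 active = binding more than 3 SD below its plate's average and above zero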;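 also: hits lower antibody fragment binding to DSG3; some compounds called inactive have numbers as strong as hits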
DAGLB inhibitor: blocks human DAGLB lipase activity; inhibition, % at 5.17 µM; hit rate 0.059% among 340,000; AID 504411; HEK293T DAGLB membrane lysate, EnzChek fluorogenic substrate; in the data active = inhibition above about 34%;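 also: 0% = enzyme with vehicle and 100% = wells lacking enzyme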
Starred values were filed as active, the others as inactive; nt = not tested or not shown. Only part of the results is shown; rates above refer to the full screens.

SMILES | Cardiac RTF inh | NSD2 inh | C-LANA FP | Keap1-Nrf2 PPI | CAL PDZ FP-1 | Arr AP2 block | CAL PDZ FP-2 | V-ATPase pH | Pemphigus Ab inh | DAGLB inhibitor
S=C(NCCCCc1ccccc1)NCc1ccccc1 | 2 | 20 | -0.6 | -5 | nt | 10 | 0.1 | 1 | 101 | -7
C=CCn1c(C)cc(C(=O)COC(=O)C2CC(=O)N(CCc3ccc(OC)c(OC)c3)C2)c1C (configuration not stated) | -19 | 3 | -0.9 | 4 | -6 | 30 | -0.2 | 0 | 116 | -3
COCCNC(=O)COc1ccc(C)cc1C(=O)c1cc(C#N)c(=O)n(C2CC2)c1 | -13 | -3 | -0.8 | 2 | 1 | -16 | -3.8 | -3 | 96 | -1
Cc1cccc(NC(=S)NCC(c2cccnc2)N2CCOCC2)c1C (configuration not stated) | 4 | -1 | 0.6 | -2 | 1 | 1 | -2.1 | -4 | 101 | 1
CCCCn1c(N)c(N(CC)C(=O)c2ccccc2F)c(=O)[nH]c1=O | -22 | -4 | 0.0 | 1 | 33* | -2 | -0.4 | 0 | 104 | -1
O=C(NCCCN1CCOCC1)NC12CC3CC(CC(C3)C1)C2 | -13 | -4 | 0.5 | -4 | 2 | 2 | -1.1 | -2 | 105 | -2
N#CCc1ccccc1C(=O)OCC(=O)N(Cc1ccccc1)Cc1ccccc1 | 0 | -3 | -0.1 | -3 | 1 | 18 | 1.5 | -1 | 103 | -7
COc1ccc(Cc2nnc(NC(=O)C3CC(=O)N(c4ccccc4C)C3)s2)cc1OC (configuration not stated) | -1 | 0 | 1.4 | -1 | -8 | -3 | -2.7 | -1 | 102 | 2
COc1ccccc1CNC(=O)C(=O)NCCC1CCCCN1S(=O)(=O)c1ccc(C)cc1 (configuration not stated) | -9 | 0 | -0.1 | -2 | -2 | 23 | -1.5 | 0 | 102 | 4
Cc1cc(C)nc(NC(=O)CSc2nc3ccccc3s2)n1 | -4 | 4 | 0.5 | -1 | nt | 29 | -1.3 | -3 | 69 | -6
Nc1nc(NCc2ccccc2)nc(Nc2cccc(F)c2)c1[N+](=O)[O-] | -1 | -2 | -0.8 | -1 | nt | 5 | -0.5 | -1 | 96 | -2
CC(C)(C)OC(=O)N1CCC[C@@H]1CO | 5 | nt | 2.6 | 3 | 3 | -3 | 0.2 | -1 | 101 | -1
COC(=O)C(CCSC)NC(=O)c1cc2c(n(-c3ccccc3)c1=O)CC(C)(C)CC2=O (configuration not stated) | -7 | 7 | -0.2 | 2 | 0 | 13 | 0.2 | -3 | 102 | -1
COc1ccc(NC(=O)Nc2cccc3c2O[C@H](CN(C)S(C)(=O)=O)[C@@H](C)CN([C@H](C)CO)C3=O)cc1 | 0 | nt | -1.0 | -3 | 1 | 7 | -0.7 | 0 | 105 | 9
O=C(NNC(=O)C1CCCO1)c1ccc(Cl)cc1 (configuration not stated) | -6 | 3 | 1.7 | -2 | -4 | 11 | -1.6 | 3 | 97 | -1
Fc1ccc(-c2nnc(SCc3cccnc3)o2)cc1 | nt | -2 | -0.8 | 0 | -4 | -4 | -0.1 | 1 | nt | nt
CON(C)c1nc(OCCNC(=O)COc2ccc(Cl)cc2C)nc(N(C)C)n1 | -9 | -3 | 0.2 | -6 | 3 | -3 | -2.1 | 6 | 104 | -3
CC(=O)NCCc1nc2ccccc2n1CCOc1ccccc1C | -7 | -1 | 1.0 | -3 | -5 | 1 | -2.6 | -3 | 93 | -3
Cc1cc(C)n2nc(-c3ccco3)nc2n1 | -2 | nt | 1.3 | -2 | 0 | 5 | 0.6 | 1 | nt | -1
CNC(=O)C1=C(C)Nc2nc3ccccc3n2C1c1cccc(OC)c1 (configuration not stated) | -7 | nt | -0.5 | -7 | 8 | 4 | -0.2 | 2 | 106 | 1
CC(C)c1c(C(=O)N/N=C/c2cccs2)nnn1-c1nonc1N | 0 | -6 | 0.3 | -1 | -3 | -9 | -3.9 | 2 | 98 | -1
Cc1nn(C)c(C)c1N=Cc1c(O)ccc2ccccc12 | -3 | 0 | 0.7 | -4 | 0 | 13 | nt | -4 | 105 | 1
Cc1ccc(OCc2nc(-c3ccc(Cl)cc3)n[nH]2)cc1 | -2 | 0 | 0.7 | -5 | nt | -4 | -2.3 | 0 | 101 | -17
CCCCn1c(O)c(N=NC(=O)c2ccccc2NS(=O)(=O)c2cccs2)c2ccccc21 | 3 | 2 | -0.7 | 0 | -10 | 7 | 0.1 | 2 | 91 | 0
O=C(COC(=O)c1ccccc1NC(=O)c1ccccc1)c1cccc([N+](=O)[O-])c1 | -6 | 0 | -1.4 | -2 | -2 | -15 | -2.1 | -2 | 131 | 0
O=C(Nc1ccccc1)NC1CC2CCC(C1)N2Cc1nnnn1Cc1ccc2c(c1)OCO2 (configuration not stated) | 7 | 1 | -1.4 | -5 | -4 | -1 | -3.3 | 2 | nt | 2
COc1ccc(NS(=O)(=O)c2cc(NC(=O)CCc3ccccc3)ccc2N2CCOCC2)cc1 | 1 | 0 | -0.6 | -4 | -6 | -2 | -1.5 | 2 | 95 | -2
CCOC(=O)N1CCN(Cc2nc3c(c(=O)n(C)c(=O)n3C)n2Cc2ccccc2C)CC1 | 1 | -2 | -1.6 | -2 | -3 | 35 | -1.3 | 3 | nt | -1
COc1ccc(C2=[N+]([O-])C(C)(C)N(O)C2C)cc1 (configuration not stated) | 3 | -5 | 0.5 | 1 | -1 | 3 | -2.3 | -6 | 93 | 1
Cn1c(SCC(=O)NC2CCCCC2)nnc1-c1cc2ccccc2o1 | -29 | 0 | -2.0 | -2 | -3 | -13 | 1.0 | 2 | 87 | -1

Marked active in CAL PDZ FP-1, among the entries above:
SMILES	NSD2 inh	C-LANA FP	Keap1-Nrf2 PPI	CAL PDZ FP-1	Arr AP2 block	CAL PDZ FP-2	V-ATPase pH	Pemphigus Ab inh	DAGLB inhibitor
CCCCn1c(N)c(N(CC)C(=O)c2ccccc2F)c(=O)[nH]c1=O	-4	0.0	1	33*	-2	-0.4	0	104	-1

A stretch from the list above, as a working copy:
SMILES | Cardiac RTF inh | NSD2 inh | C-LANA FP | Keap1-Nrf2 PPI | CAL PDZ FP-1 | Arr AP2 block | CAL PDZ FP-2 | V-ATPase pH | Pemphigus Ab inh | DAGLB inhibitor
CCOC(=O)N1CCN(Cc2nc3c(c(=O)n(C)c(=O)n3C)n2Cc2ccccc2C)CC1 | 1 | -2 | -1.6 | -2 | -3 | 35 | -1.3 | 3 | nt | -1
COc1ccc(C2=[N+]([O-])C(C)(C)N(O)C2C)cc1 (configuration not stated) | 3 | -5 | 0.5 | 1 | -1 | 3 | -2.3 | -6 | 93 | 1
Cn1c(SCC(=O)NC2CCCCC2)nnc1-c1cc2ccccc2o1 | -29 | 0 | -2.0 | -2 | -3 | -13 | 1.0 | 2 | 87 | -1

(continued)
SMILES | Cardiac RTF inh | NSD2 inh | C-LANA FP | Keap1-Nrf2 PPI | CAL PDZ FP-1 | Arr AP2 block | CAL PDZ FP-2 | V-ATPase pH | Pemphigus Ab inh | DAGLB inhibitor
CC(C)NC(=O)CSc1nnc2sc3ccccc3n12 | 3 | -1 | 0.3 | -5 | nt | -2 | -0.1 | 0 | 99 | -5
COc1ccc(Cc2n[nH]c(=S)n(N)c2=O)cc1 | -14 | 4 | 0.5 | 0 | -1 | -1 | 0.0 | 0 | 102 | 0
Cc1ccc(C)c(C(=O)CN2C(=O)c3ccccc3C2=O)c1 | -2 | nt | -0.7 | 2 | -4 | 21 | -0.9 | -2 | 104 | -2
CCn1c(SCC(=O)Nc2ccccc2F)nc2c(c1=O)SC(C)C2 (configuration not stated) | -2 | nt | -0.4 | 3 | -2 | 0 | 0.1 | -1 | 103 | 0
Cc1cc(C)cc(N2CN=C3SCC(=O)N3C2)c1 | -5 | -2 | -0.7 | 1 | -8 | -3 | -2.5 | 3 | 94 | -1
COC(=O)[C@H](CO)NS(=O)(=O)c1ccc(C)cc1 | -9 | nt | 1.8 | -7 | -1 | 8 | 0.5 | -2 | 94 | -2
O=C1CCc2cc(S(=O)(=O)NCCc3ccc(Cl)cc3)cc3c2N1CC3 | 2 | 0 | -1.0 | -5 | -1 | -18 | -2.4 | 3 | 94 | 3
O=C(O)CC1(CC(=O)NCc2cc(F)cc3c2OCOC3)CCCCC1 | 1 | -2 | -1.2 | -3 | nt | 8 | -0.9 | 5 | 103 | -3
O=c1[nH]c(C2CCCN(S(=O)(=O)c3ccccc3)C2)nc2c1nnn2Cc1ccccc1Br (configuration not stated) | -6 | 0 | -0.6 | -3 | nt | 16 | -5.1 | 1 | 99 | 6
CCCn1nc2cc(C(=O)NCc3ccccc3OC)ccc2c1OCC | 4 | nt | -0.4 | -4 | -6 | 6 | -0.5 | 3 | 95 | 1
CC(C)Cc1ccc(C(C)C(N)=NCCc2ccccc2)cc1 (configuration not stated) | -7 | 3 | 1.1 | 1 | -3 | 3 | -0.1 | -1 | 96 | 2
CCSc1nc(C(F)(F)F)cc(=O)n1-c1ccccc1 | -14 | -3 | -0.6 | -2 | 4 | 5 | 0.4 | -1 | 99 | -1
CCOc1ccc(/C=N/NC(=O)C2CC2)c(OCC)c1 | -10 | 7 | 1.7 | -4 | -3 | 2 | -3.3 | -2 | 113 | -2
N#Cc1cccc(NC(=O)Cn2cnc(S(=O)(=O)N3CCOCC3)c2)c1 | -4 | -2 | -2.4 | 3 | nt | -8 | 0.4 | 0 | 101 | 0
O=S(=O)(NCC(c1ccccc1)N1CCC(O)CC1)c1ccc(Cl)cc1 (configuration not stated) | 1 | 0 | -0.8 | 1 | -10 | 3 | 0.1 | -2 | 104 | 0
CC(=O)Nc1ccc(Nc2nc(C(F)(F)F)nc3c2nnn3Cc2ccccc2Cl)cc1 | -9 | -1 | -2.3 | -6 | -5 | 2 | 0.9 | -1 | 104 | 0
CCCCN(C)C(=O)Cn1nc(-c2ccc(Cl)cc2)ccc1=O | -4 | 3 | -0.7 | -1 | 6 | -12 | -1.5 | 0 | 110 | 1
CCN(CC)CCC(=O)NN | -7 | 8 | -1.3 | 2 | 11 | 10 | -0.2 | 1 | 102 | 0

Entries of single compounds from above. Order of values: Cardiac RTF inh | NSD2 inh | C-LANA FP | Keap1-Nrf2 PPI | CAL PDZ FP-1 | Arr AP2 block | CAL PDZ FP-2 | V-ATPase pH | Pemphigus Ab inh | DAGLB inhibitor
`Fc1ccc(-c2nnc(SCc3cccnc3)o2)cc1` as listed: nt | -2 | -0.8 | 0 | -4 | -4 | -0.1 | 1 | nt | nt
`Cc1ccc(C)c(C(=O)CN2C(=O)c3ccccc3C2=O)c1` as listed: -2 | nt | -0.7 | 2 | -4 | 21 | -0.9 | -2 | 104 | -2
`Cc1nn(C)c(C)c1N=Cc1c(O)ccc2ccccc12` as listed: -3 | 0 | 0.7 | -4 | 0 | 13 | nt | -4 | 105 | 1
